Screening results from PubChem BioAssay.
mABHD4 FP = inhibits mouse alpha/beta hydrolase domain 4. purified mABHD4, FP-Rh probe fluorescence polarization. inhibition, % at 8.92 µM. 370,000 compounds, 0.54% hits. AID 720543;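 active = inhibition exceeding the mean over every tested compound plus 3 SD, cut at about 30% in these data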;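 also: 0% = plate median of compound wells and 100% = S159A mutant with DMSO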
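Test system: mouse ABHD4 enzyme, wild type. Reagent: FP-Rh fluorescent activity-based probe, added after compound pre-incubation. Timing: pre-incubation 45 min, probe exposure 60 min, at 25 °C. Technique: FP readout, ex 525 nm / em 598 nm. Benchmarks: high control S159A mutant with DMSO, low control median of compound wells.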
NR1D1 modulator = modulators of human Rev-erb alpha DNA binding; P20393; Rev-erbα–FITC-DNA binding, fluorescence polarization, 90 min; activity, % at 10 µM; 370,000 compounds, 0.79% hits;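 active = activity above about 14%, limit read from the data; passing the limit was not always enough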;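 also: 0% = DMSO wells with 35 nM protein and 100% = DMSO wells with 750 nM protein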
Target sequence (P20393 whole entry, looked up): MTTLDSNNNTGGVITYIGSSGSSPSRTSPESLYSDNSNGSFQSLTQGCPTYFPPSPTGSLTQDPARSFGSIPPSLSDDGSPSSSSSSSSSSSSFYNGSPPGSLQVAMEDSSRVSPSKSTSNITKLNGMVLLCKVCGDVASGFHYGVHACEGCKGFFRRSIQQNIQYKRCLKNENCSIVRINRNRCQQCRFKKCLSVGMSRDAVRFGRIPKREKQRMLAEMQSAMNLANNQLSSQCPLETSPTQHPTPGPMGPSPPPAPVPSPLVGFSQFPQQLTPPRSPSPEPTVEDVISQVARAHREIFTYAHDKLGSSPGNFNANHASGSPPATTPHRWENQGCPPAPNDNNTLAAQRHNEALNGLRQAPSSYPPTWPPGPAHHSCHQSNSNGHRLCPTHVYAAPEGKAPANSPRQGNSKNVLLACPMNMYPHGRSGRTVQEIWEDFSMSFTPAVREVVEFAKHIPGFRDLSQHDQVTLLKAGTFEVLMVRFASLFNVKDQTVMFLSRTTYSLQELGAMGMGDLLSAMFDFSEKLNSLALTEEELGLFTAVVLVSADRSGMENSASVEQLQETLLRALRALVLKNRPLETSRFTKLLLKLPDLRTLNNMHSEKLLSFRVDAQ
ASAP1 GAP inh = inhibitors of human ASAP1 ArfGAP activity | ASAP1-stimulated ARF1 GTP hydrolysis, GDP FP detection | inhibition, % at 16.5 µM | 360,000 compounds, 0.19% hits | AID 624377; in the data active = inhibition above about 25%;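 also: 0% = vehicle with enzyme and substrate and 100% = no enzyme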
GC-A act = GC-A (human) enzyme activation; HEK293 GC-A cells, cGMP TR-FRET, EC30 ANP; 0% at EC30 ANP, 100% saturating ANP; P16066; AID 1671463; activation, % at 10 µM; 370,000 compounds, 0.14% hits; in the data active = activation above about 40%
SMARCA2 act = increases SMARCA2 function in MMTV reporter cells | AID 652017 | activation, % at 9.1 µM | MG213 cells, MMTV-luciferase reporter, dexamethasone, overnight | 370,000 compounds, 1% hits; in the data active = activation above about 7.8%;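 also: 0% = vehicle wells and 100% = reference activator wells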
PG9 Ab binder = PG9 antibody binding by small molecule; TR-FRET gp120-PG9 antibody binding; inhibition, % at 6.7 µM; 360,000 compounds, 0.43% hits; in the data active = inhibition above about 8.5%
rCAG RNA binder = binds r(CAG) RNA repeats; r(CAG) RNA repeat, TO-PRO-1 dye displacement fluorescence; inhibition, % at 3 µM; 370,000 compounds, 1.3% hits; AID 651821;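 active = inhibition above the plate cutoff, the mean of all test compounds on that plate plus 3 SD, cut at about 35% in these data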;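 also: 0% = DMSO alone and 100% = 100 µM mitoxantrone as full dye displacement; higher means more dye released from RNA so lower well fluorescence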
HTRA1 inh = blocks human HTRA1 serine peptidase | recombinant HTRA1, FP-rhodamine activity-based probe, fluorescence polarization | inhibition, % at 5.96 µM | 340,000 compounds, 0.5% hits; in the data active = inhibition above about 36%;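 also: 0% = enzyme with DMSO and 100% = wells lacking enzyme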
ARFGAP1 inhibitor = rat ARFGAP1 inhibition; Q62848; Arfgap1-stimulated ARF1 GTP hydrolysis, GDP FP detection; inhibition, % at 16.5 µM; 360,000 compounds, 0.26% hits; AID 651572;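 active = inhibition above a per-plate limit, mean inhibition of low control wells plus 3 SD, cut at about 25% in these data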;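 also: 0% = DMSO wells with enzyme and 100% = wells lacking Arfgap1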
Target sequence (Q62848 1-136 limits assumed): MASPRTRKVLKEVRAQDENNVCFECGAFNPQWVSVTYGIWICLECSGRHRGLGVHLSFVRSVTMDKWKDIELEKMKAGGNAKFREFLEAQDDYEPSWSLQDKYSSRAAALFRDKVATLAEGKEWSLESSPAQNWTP
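Replicates: Single well per compound | Assay system: Truncated rat Arfgap1 GAP domain | Control set: No-Arfgap1 wells (100%) versus DMSO full-reaction wells (0%) | Times: Enzyme reaction 120 min at 25 °C after 20 min preincubation | Reagent: Human ARF1(Δ1-17)-GTP substrate | Measured by: Tracer-displacement fluorescence polarization with EDTA stop, 620/688 nm | Measure: Percent inhibition of Arfgap1-stimulated GTP hydrolysis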
NPR2 activator = GC-B (human) receptor activation; P20594; HEK293-GC-B cells, CNP EC30, cGMP TR-FRET; 0% at EC30 CNP, 100% saturating CNP; activation, % at 10 µM; 370,000 compounds, 0.11% hits; AID 1920062;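 active = activation at 10 µM reaching about 35% in either raw or pattern-adjusted values, limit read from the data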
Active calls of the source: *; . = not tested or not shown. Rows are unselected (roughly 4.4% active in at least one column).

SMILES	mABHD4 FP	NR1D1 modulator	ASAP1 GAP inh	GC-A act	SMARCA2 act	PG9 Ab binder	rCAG RNA binder	HTRA1 inh	ARFGAP1 inhibitor	NPR2 activator
CN(Cc1cc2ccccc2[nH]c1=O)C(=O)C1CCCCC1	-1	2	4	-1	-2	0.3	-2	1	-4	4
CCc1nc(CN2CCN(c3cc(C(F)(F)F)ccn3)CC2)c(C)[nH]1	-1	-2	-9	1	-5	-0.7	-11	.	0	1
Cc1nn2c3ccccc3n(Cc3ccccc3)c2nc1=O	-7	5	9	-4	-3	-0.1	6	-4	0	-6
Cc1sc2ncnc(N3CCC(C(=O)Nc4nc(-c5ccc(F)cc5)cs4)CC3)c2c1C	1	-1	-3	1	-3	0.4	11	-22	12	-8
CC(=O)N1CCN(c2nc(N)c(C#N)c(CC#N)c2C#N)CC1	-2	2	-1	5	1	-1.7	1	6	-1	-5
Clc1ccc(Cn2cccc2C2=NCCO2)cc1	1	2	0	-6	-2	2.5	-3	-6	-1	-10
O=C(CN1CCC(NC(=O)c2ccccc2Cl)CC1)NCc1ccccc1	3	-3	-2	0	-2	2.0	-4	-3	4	-7
CC(=O)Nc1ccc(S(=O)(=O)N2CCN(S(=O)(=O)c3ccccc3)CC2)cc1	-9	-1	-3	1	-1	1.7	0	-28	-21	6
COc1ccc(C(=S)N2CCNCC2)cc1	-3	-2	1	2	-3	1.7	0	-1	3	3
CCOC(=O)C1=C(c2ccccc2)NC(SCC)=C(C#N)C1c1cccnc1 (configuration not stated)	-8	0	-2	-9	3	-0.8	-8	-7	5	-19
O=CC(O)C1OC(=O)C(O)C1O (configuration not stated)	-2	-4	2	5	4	-0.4	-1	2	6	-2
CC(=O)Nc1ccc(OCCOc2ccc(NC(C)=O)cc2)cc1	2	5	5	2	-5	3.6	-3	11	4	2
CSCCC(NC(=O)c1ccccc1)C(=O)N1CCCCCCC1 (configuration not stated)	-2	4	5	-4	7	-0.2	-2	1	2	-3
COc1ccc(N2CC(C(=O)NCCN3C(=O)S/C(=C\c4cccnc4)C3=O)CC2=O)c(OC)c1 (configuration not stated)	0	1	1	-1	1	-0.3	1	5	-11	2
COC(=O)c1cccc(NC(=S)NCc2ccc(Cl)cc2)c1	-15	-2	21	5	1	-0.8	1	-20	0	4
CCOCCCNc1nc(C)nc2c1nnn2Cc1c(F)cccc1Cl	3	0	-8	24	2	-5.4	-6	-4	2	28
CC(C)(C)NC(=O)NC(=O)CN1CCN(c2cccc(Cl)c2)CC1	-1	3	2	-1	-5	1.1	-10	-3	-3	-1
O=[N+]([O-])c1ccc(-c2nc(Cl)c3c(n2)CCCC3)o1	0	-2	4	0	3	-2.7	6	-5	10	-4
COc1cc2[nH]c(C)c(-c3ccccc3)c(=O)c2cc1Cl	3	5	-4	4	-1	-0.3	-1	.	18	-13
Cc1sc2nc(SCC(=O)NCc3ccco3)n(CCc3ccccc3)c(=O)c2c1C	-1	61*	0	-11	0	28*	2	0	-10	-8
NC(=O)c1ncn([C@@H]2O[C@H](C(=O)N[C@H](Cc3ccccc3)C(=O)N3CCN(c4ccc(Cl)cn4)CC3)[C@@H](O)[C@H]2O)n1	-5	-5	0	5	-2	-1.1	1	.	6	-3
CS(=O)(=O)N1CCN(C(=O)c2csc3ccccc23)CC1	-6	3	-12	-2	3	-2.0	2	6	-10	4
CCC(=O)N1CCc2cc(S(=O)(=O)CCC(=O)NCCc3ccc(OC)c(OC)c3)ccc21	-4	-2	1	0	7	0.8	-2	-1	-10	-5
COC(=O)c1ccc(COC(=O)C2CC(O)CN2S(=O)(=O)c2ccc([N+](=O)[O-])cc2)cc1 (configuration not stated)	0	-9	8	-2	-1	0.6	2	1	7	-2
O=C(c1ccc2oc(CCc3ccccc3)nc2c1)N1CCC(O)CC1	-6	7	-3	-2	5	0.0	-4	5	1	0
COc1ccc(NC(C)=O)cc1NC(=O)CSc1nnc(C2CCCCC2)n1N	6	-1	-14	2	2	-3.1	2	7	2	4
Cc1ccc(/C=C2\C(=N)N3N=C(CC(=O)N4CCCCC4)SC3=NC2=O)cc1	-2	-4	-1	2	-2	1.6	17	1	-8	-5
COc1ccccc1Nc1nc(-c2cccc([N+](=O)[O-])c2)nc2ccccc12	0	-6	-13	4	-3	-0.3	2	2	-12	2
C=CCN1C(=O)C(C)(C)N(C(=O)c2cccc([N+](=O)[O-])c2)c2ccccc21	-7	4	-12	-3	1	-2.8	-7	-4	-6	-4
Cc1noc(C)c1NC(=O)Nc1ccc2c(c1)C(=O)N([C@H](C)CO)C[C@H](C)[C@@H](CN(C)S(=O)(=O)c1c(C)noc1C)O2	1	6	5	0	2	2.1	-2	-4	2	5
Cn1nnnc1-c1cc(Cl)cc(Cl)c1	2	-5	-6	3	-1	-1.3	-1	7	11	1
COC(=O)C1=C(C)NC2=C(C(=O)CCC2)C1c1cn(Cc2ccc(Br)cc2)nc1-c1ccccc1 (configuration not stated)	-11	5	-5	-37	-3	-1.3	1	-18	0	-22
Cn1cnnc1SCC(=O)Nc1c(F)cc(F)cc1Br	9	-6	1	2	-2	-1.6	4	3	-6	-3
CN=C1SC(CC(=O)Nc2cccc(Cl)c2Cl)C(=O)N1C (configuration not stated)	1	-4	1	1	-1	-0.1	0	-1	1	-1
O=S(=O)(Nc1cccc2nsnc12)c1ccccc1	5	1	-10	0	3	-2.5	5	-2	8	3
O=C(O)c1ccc(C#Cc2cccc(F)c2)cn1	8	0	.	12	-5	.	4	.	.	-2

A draw from above in order of SMILES length, rising.
SMILES	mABHD4 FP	NR1D1 modulator	ASAP1 GAP inh	GC-A act	SMARCA2 act	PG9 Ab binder	rCAG RNA binder	HTRA1 inh	ARFGAP1 inhibitor	NPR2 activator
O=C(O)c1ccc(C#Cc2cccc(F)c2)cn1	8	0	.	12	-5	.	4	.	.	-2
O=S(=O)(Nc1cccc2nsnc12)c1ccccc1	5	1	-10	0	3	-2.5	5	-2	8	3
COc1ccc(NC(C)=O)cc1NC(=O)CSc1nnc(C2CCCCC2)n1N	6	-1	-14	2	2	-3.1	2	7	2	4
C=CCN1C(=O)C(C)(C)N(C(=O)c2cccc([N+](=O)[O-])c2)c2ccccc21	-7	4	-12	-3	1	-2.8	-7	-4	-6	-4
Cc1noc(C)c1NC(=O)Nc1ccc2c(c1)C(=O)N([C@H](C)CO)C[C@H](C)[C@@H](CN(C)S(=O)(=O)c1c(C)noc1C)O2	1	6	5	0	2	2.1	-2	-4	2	5

(next part)
SMILES	mABHD4 FP	NR1D1 modulator	ASAP1 GAP inh	GC-A act	SMARCA2 act	PG9 Ab binder	rCAG RNA binder	HTRA1 inh	ARFGAP1 inhibitor	NPR2 activator
Cc1ccc(NC(=O)CO/N=C(\N)c2nonc2N)cc1C	0	5	-4	4	1	-1.6	1	-3	-2	3
CCCOc1ccc(S(=O)(=O)NCCN2CCOCC2)c2ccccc12	6	-1	-7	-1	0	-1.8	-5	-2	5	-2
COc1cccc(CC(=O)N2CCN(C(=O)C(=O)c3ccc(OC)c(OC)c3)CC2)c1	11	4	7	2	-4	1.3	0	.	6	-3
C[C@@H]1CN([C@@H](C)CO)C(=O)CCCn2nncc2CO[C@@H]1CN(C)C(=O)Nc1cccc(Oc2ccccn2)c1	-5	-2	3	2	-3	-0.3	1	6	-2	-2
Cc1cccc(NC(=O)Cc2nc(-c3c[nH]c(C(=O)N4CCCC4)c3)cs2)c1	-7	-2	-1	-7	-1	-0.3	4	-40	0	7
CC(C)NCCOCCOc1ccccc1F	18	-2	7	4	1	0.1	1	4	5	-5
COc1ccc(C(CNC(=O)c2ccc(C)c(S(=O)(=O)N3CCCCC3)c2)N(C)C)cc1OC (configuration not stated)	0	3	1	-18	1	-1.2	-7	0	-3	-6
CSc1ncnc2c1ncn2CCCN1CCN(Cc2c(C)cc(C)cc2C)CC1	5	-4	6	-11	-4	-2.2	1	-7	6	-5
O=c1cc(-c2ccccc2)oc2ccc(Br)cc12	-3	-2	19	3	7.8*	-5.7	4	-15	-5	-4
NC(=O)c1ccc(NC(=O)CSc2nnc(C3CC3)n2C2CC2)cc1	1	8	0	-4	0	0.5	2	3	-2	2
Cc1cc(N)n2nc(C)c(-c3ccccc3)c2n1	2	-4	5	-4	-1	-2.7	2	4	1	-5
Cc1ccc(S(=O)(=O)N2CCOCC2)cc1NC(=O)CNc1ccccc1N1CCCC1=O	0	1	5	3	0	0.2	-1	4	1	5
Cn1c(SCC(=O)N/N=C/c2cc([N+](=O)[O-])ccc2O)nnc1-c1ccccc1	5	4	7	0	-1	-0.9	5	8	4	1
O=C(C1CCCO1)N1CCN(c2ccc(F)cc2)CC1 (configuration not stated)	13	1	3	1	-1	0.1	1	0	-8	0
CC(=O)c1ccc(NC(=O)C(C)n2c3ccccc3c3nc(=O)cc(C)n32)cc1 (configuration not stated)	-1	21*	9	-4	2	9.5*	-1	-5	5	0
Nc1nonc1-n1nnc(C(=O)N/N=C/c2cc(Cl)ccc2O)c1CN1CCCCCC1	3	3	2	4	-2	1.9	6	16	8	-2
CCCCc1c(-c2ccccc2OC)ncn1Cc1cccc(F)c1	5	2	6	-16	-5	1.5	0	.	-7	-15
CCN(CC)c1cc(-c2ccccc2)ncn1	4	-3	-2	7	-3	-1.3	-5	-2	6	1
CCOC(=O)[C@]12CCCC=C1N(Cc1ccc(OC)cc1)C(=O)[C@@H]2CC(=O)NCCCCc1ccccc1	0	2	.	-5	-3	.	4	.	.	2
COC(=O)C1=C(C)NC(C)=C(C(=O)OC)C1c1cn(-c2ccccc2)nc1-c1ccco1	-25	-5	-6	-18	1	-1.4	8	-28	-7	-15

7 records drawn at random from the list so far, as already listed:
SMILES	mABHD4 FP	NR1D1 modulator	ASAP1 GAP inh	GC-A act	SMARCA2 act	PG9 Ab binder	rCAG RNA binder	HTRA1 inh	ARFGAP1 inhibitor	NPR2 activator
CCN(CC)c1cc(-c2ccccc2)ncn1	4	-3	-2	7	-3	-1.3	-5	-2	6	1
Nc1nonc1-n1nnc(C(=O)N/N=C/c2cc(Cl)ccc2O)c1CN1CCCCCC1	3	3	2	4	-2	1.9	6	16	8	-2
O=C(C1CCCO1)N1CCN(c2ccc(F)cc2)CC1 (configuration not stated)	13	1	3	1	-1	0.1	1	0	-8	0
Cn1c(SCC(=O)N/N=C/c2cc([N+](=O)[O-])ccc2O)nnc1-c1ccccc1	5	4	7	0	-1	-0.9	5	8	4	1
COC(=O)C1=C(C)NC(C)=C(C(=O)OC)C1c1cn(-c2ccccc2)nc1-c1ccco1	-25	-5	-6	-18	1	-1.4	8	-28	-7	-15
CCCCc1c(-c2ccccc2OC)ncn1Cc1cccc(F)c1	5	2	6	-16	-5	1.5	0	.	-7	-15
CCOC(=O)[C@]12CCCC=C1N(Cc1ccc(OC)cc1)C(=O)[C@@H]2CC(=O)NCCCCc1ccccc1	0	2	.	-5	-3	.	4	.	.	2
